Compound activity from PubChem BioAssay.
GALK inhibitor: blocks human galactokinase activity | P51570 | Purified GALK, Kinase-Glo residual ATP luminescence | Potency, µM (titrated, usually from 57.5 µM), without a hit: at the highest dose activity change, negative = inhibition, usual class: inhibitors | 270,000 compounds, 0.007% hits; further: potency means the concentration at half of the fitted maximal effect; on the % scale 0 is the no-effect control and ±100 the full control effect
Target sequence (P51570 whole entry, looked up): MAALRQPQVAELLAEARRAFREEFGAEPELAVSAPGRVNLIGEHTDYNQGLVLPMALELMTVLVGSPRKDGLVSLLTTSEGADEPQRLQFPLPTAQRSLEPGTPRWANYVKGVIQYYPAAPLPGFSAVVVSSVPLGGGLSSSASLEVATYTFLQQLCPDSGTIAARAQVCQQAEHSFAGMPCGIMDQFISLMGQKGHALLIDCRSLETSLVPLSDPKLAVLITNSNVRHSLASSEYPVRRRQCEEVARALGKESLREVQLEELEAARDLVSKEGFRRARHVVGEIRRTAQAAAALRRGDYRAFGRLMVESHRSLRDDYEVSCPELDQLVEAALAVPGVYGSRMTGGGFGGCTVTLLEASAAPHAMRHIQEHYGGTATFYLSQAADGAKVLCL
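Human GALK (5 nM) with 35 uM ATP and 100 uM galactose in 20 mM HEPES pH 8.0, 5 mM MgCl2, 60 mM NaCl, 1 mM DTT, 0.01% BSA. After 1 h at room temperature, leftover ATP was read by Kinase-Glo Plus luminescence.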
Tb PFK inh: T. brucei PFK enzyme inhibition; AID 485367; Potency, µM (top dose mostly 57.5 µM), inactives show top-dose activity, negative = inhibition, most hits filed as inhibitors; 330,000 compounds, 0.17% hits; O15648; T. brucei PFK, ADP-Glo luminescence;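 further: potency means the concentration at half of the fitted maximal effect; 0% = uninhibited 1x PFK enzyme wells and -100% = no-enzyme wells; nearly all actives have a fitted effect of over 60% in size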
Target sequence (O15648 whole entry, looked up): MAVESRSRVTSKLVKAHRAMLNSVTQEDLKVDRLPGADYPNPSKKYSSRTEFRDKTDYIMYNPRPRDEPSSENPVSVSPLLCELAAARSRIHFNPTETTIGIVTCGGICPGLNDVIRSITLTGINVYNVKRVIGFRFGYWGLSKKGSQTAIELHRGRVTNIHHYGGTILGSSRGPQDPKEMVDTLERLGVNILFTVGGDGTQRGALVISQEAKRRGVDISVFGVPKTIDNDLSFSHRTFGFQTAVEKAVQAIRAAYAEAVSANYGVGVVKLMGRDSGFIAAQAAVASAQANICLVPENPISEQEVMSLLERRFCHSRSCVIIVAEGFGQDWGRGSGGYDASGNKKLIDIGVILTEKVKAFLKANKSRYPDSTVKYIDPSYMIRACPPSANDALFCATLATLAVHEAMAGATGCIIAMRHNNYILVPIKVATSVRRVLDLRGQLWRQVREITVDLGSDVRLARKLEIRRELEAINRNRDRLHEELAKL
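In TEA buffer at pH 8.0 with 5 mM MgCl2, enzyme (1.25 nM) converted F6P (0.5 mM) and ATP (0.1 mM) for 45 min at room temperature. ADP product was read by luciferase luminescence.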
FBPA coupling cs: coupling enzyme interference in Giardia aldolase counter-screen; coupling enzyme system counterscreen, AmpLite Red fluorescence; activity change, negative = inhibition, % at 58.2 µM, hits read low; 290,000 compounds, 0.67% hits; AID 2472; in the data active means activity change below about -30%; further: on the % scale 0 is the no-effect control and ±100 the full control effect
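First, compound is pin-transferred into glyceraldehyde-3-phosphate coupling-enzyme reagent at 57.5 uM final and held 10 min at RT. Next, substrate, coupling system and AmpLite Red are added. After 20 min RT, fluorescence (525/598 nm) is read.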
KCNH2 WT inh: blocks the wildtype human KCNH2 potassium channel; Q12809; U2OS, BacMam KCNH2, thallium flux FluxOr; stronger effect = lower value; AID 720551; activity change, % at 1.84 µM; 340,000 compounds, 0.37% hits;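 active means maximum activity change below -70%; inconclusive means maximum activity change between -70% and -50%; inactive means maximum activity change above -50%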; further: on the % scale 0 is the no-effect control and ±100 the full control effect
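U2OS cells were transduced with wild-type KCNH2 virus (2.03 x 10^8 / mL) for 4 h at room temperature, then cultured overnight at 37 C. Thallium flux was read with FluxOr dye. Rate constants were normalized to DMSO controls.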
TCR act: activates T cell receptor signaling; 330,000 tested, under 10 active; Potency, µM (doses to about 9.22 µM), without a hit: at the highest dose activation of IL-2 secretion, actives largely listed as activators; AID 504894; primary human leukocytes, anti-CD3, IL-2 HTRF, 48 h; further: % of control where 0% means no effect
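IL-2 release read by HTRF sandwich (Eu cryptate donor, d2 acceptor, 665 nm emission) after 48 hr exposure of primary human leukocytes to compound together with anti-CD3 beads in the absence of co-stimulatory signals.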
Chronic BCR inh: inhibitors of chronic active B-cell receptor signaling | 340,000 compounds, 0.05% hits | AID 493014 | Potency, µM (top dose mostly 46.1 µM), inactives show at the highest dose ratio change, negative = lower green/red ratio, actives largely listed as inhibitors | ABC-DLBCL IkBa-CBG/CBR reporter, luminescence ratio, 4 h; active means well fitted inhibition curve with a large enough effect in the signal ratio, with a control signal flat, not every such curve was filed as active; inconclusive means small, poorly fitted or top-dose-only effect, or effect the other way, or a change in a side signal; the % refers to the signal ratio;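 further: potency means the concentration at half of the fitted maximal effect; plate controls were basal doxycycline-induced cells for no effect and cells given 10 µM MG132 for full effect; MG132 reads +100%, hits lower the ratio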
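Concentration-response series (up to 46 uM) were applied to TMD8 dual-reporter cells for 4 h at 37C with doxycycline. Green/red ratio, after filter-overlap correction, defined %Activity; red signal alone was normalised to basal cells and zero luminescence.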
TSHR antag: antagonists of human thyroid stimulating hormone receptor | activity change, negative = inhibition, % at 11.5 µM | TSHR-expressing cells, TSH-stimulated cAMP HTRF, 2 h; stronger effect = lower value | 330,000 compounds, 0.2% hits;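 active means activity change below a set negative limit, meaning inhibition stronger than a set level, cut at about -70% in these data; inconclusive means activity change between two set negative limits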; further: on the % scale 0 is the no-effect control and ±100 the full control effect
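Inhibition of cAMP made by TSHR-expressing cells under TSH stimulation (4nM final, EC80; 2 h, 37 deg C) is quantified with a one-step lysis HTRF kit, anti-cAMP cryptate versus cAMP-d2.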
CXXC DNA block: MLL CXXC-DNA interaction inhibition. AID 2662. 290,000 compounds, 0.037% hits. Q03164. Potency, µM (top dose mostly 115 µM), for the others: at the highest dose activity change, negative = inhibition, hits mostly inhibitors. MLL-CXXC / FITC-HOXA9 DNA fluorescence polarization; active means well fitted inhibition curve with a large enough effect in the polarisation, with a control signal flat, not every such curve was filed as active; inconclusive means small, poorly fitted or top-dose-only effect, or effect the other way, or a change in a side signal; inactive means no such curve, though single readings can be large or run the other way; the % refers to the polarisation; further: potency means the concentration at half of the fitted maximal effect
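Fluorescence polarization: 7 uM MLL-CXXC (stock) preincubated 5 min with compounds, then 50 nM fluorescein-HOX-A9 DNA (stock) added; 30 min ambient. Buffer 50 mM Tris-HCl pH 7.5, 50 mM NaCl, 1 mM DTT, 0.05% BSA.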
AT treatment: potential ataxia-telangiectasia treatment; AID 485349; […] A-T fibroblasts, KAP-1 phosphorylation AlphaLISA; neocarzinostatin DNA damage 30 min before lysis; 320,000 compounds, 0.19% hits; Potency, µM (doses to about 57.5 µM), for inactives: top-dose activation, usual class: activators; further: potency means the concentration at half of the fitted maximal effect; % of control where 0% means no effect; nearly all actives have a fitted effect of over 45% in size
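hTERT-immortalized A-T patient fibroblasts ([…]), 500 cells/well in OPTI-MEM, 1% FBS, got compounds for 60 min, then NCS for 30 min at 37C. Lysates were then assayed for phospho-KAP-1 by AlphaLISA (anti-pKAP1 donor, anti-KAP1 acceptor beads), 6 hr at 25C.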
Giardia kill: kills Giardia lamblia. Giardia lamblia trophozoite viability. activity change, % at 7.66 µM, hits read low. AID 540267. 340,000 compounds, 0.15% hits; in the data active means activity change below about -80%; inconclusive means between about -30% and that limit;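 further: parasites exposed to compound for two days anaerobically before the ATP read; on the % scale 0 is the no-effect control and ±100 the full control effect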
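Killing of trophozoites was scored by loss of ATP luminescence after a 48 hrs anaerobic exposure to compounds at 37 deg C, using 100 cells per well.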
The depositor's hits bear a star; ? = inconclusive; · = no result given; [ ] = dose if it differs, or a comment. Unless noted, the call rests on the fitted dose curve; in most records, active means well fitted curve in the direction sought with a large enough effect; inconclusive means small, poorly fitted or top-dose-only effect, or another doubt; inactive means no such curve, though single readings can be large; an effect the other way counts as inactive or inconclusive. Not all compounds are listed; the hit share may differ from the screen's.

SMILES	GALK inhibitor	Tb PFK inh	FBPA coupling cs	KCNH2 WT inh	TCR act	Chronic BCR inh	TSHR antag	CXXC DNA block	AT treatment	Giardia kill
COC(=O)C1=C(c2ccc(C(C)=O)cc2)C[C@@H]2CC[C@H]1N2C(=O)NCc1ccc(F)cc1	·	1%	·	14	3%	6%	0	·	4%	-4
COc1cccc(N(C(C)=O)C2=NCCCS2)c1	2%	-2%	-1	1	14%	0%	-10	-6%	2%	-5
O=C(O)c1ccc(Cl)nc1	0%	8%	1	-1	-1%[46.1 µM]	-2%	8	0%	4%	12
O=C1CN=C(c2ccc(Br)cc2)c2oc3ccccc3c2N1	-4%	-1%	0	0	-1%	10%	-10	15%	-3%	-19
COc1cccc(NC(=O)[C@@H](NC(=O)N2C[C@H]3C[C@@H](C2)c2cccc(=O)n2C3)C(C)C)c1	·	0%	-1	-6	14%	0%	24	-7%	11%	12
N#CC(C#N)=NNc1ccc(S(N)(=O)=O)cc1	2%	-3%	7	-17	-3%	3%	-2	15%	3%	-15
COc1ccc(NC(=O)c2cn(CCC#N)nc2-c2ccc(OC)c(OC)c2)cc1	-2%	2%	2	-3	-1%	?	20	17%	-8%	-4
Cc1ccc(-c2nc3ccccc3c(=O)n2-c2ccncc2)cc1	0%	15%	1	17	8%[46.1 µM]	?	2	-4%	1%	21
Cc1c(C(c2ccccc2Cl)c2c(O)c3ccccc3oc2=O)c(=O)n(-c2ccccc2)n1C (configuration not stated)	0%	7%	9	-4	-3%[46.1 µM]	-17%	5	9%	-10%	-13
CCN(CC)C(=O)N[C@H]1C[C@@H]2c3cccc4[nH]cc(c34)C[C@H]2N(C)C1	3%	0%	-2	6	7%	2%	-5	10%	5%	-21
CCOC(=O)C1(c2ccccc2)CCN(CC(=O)Nc2ccc(C)cc2)CC1	-2%	-4%	-1	·	-10%	-4%	-2	3%	1%	15
CC(N)Cc1c[nH]c2cc3c(cc12)OCCO3 (configuration not stated)	1%	-4%	-7	-9	0%	?	-6	11%	6%	-4
CS(=O)(=O)N1CCCC(C(=O)N2CCC3(CC2)OCCO3)C1 (configuration not stated)	·	0%	0	-1	1%	0%	1	2%	-2%	9
COC(=O)C1=C(c2ccc(F)cc2OCc2ccccc2)C[C@@H]2CC[C@H]1N2C(=O)NCCO	·	8%	·	-4	-4%	-9%	-5	·	9%	1
CC(=O)c1c(O)n(C)c(=S)n(-c2ccccc2)c1=O	0%	0%	4	1	5%	-2%	2	7%	1%	10

Remaining list, next part:
SMILES	GALK inhibitor	Tb PFK inh	FBPA coupling cs	KCNH2 WT inh	TCR act	Chronic BCR inh	TSHR antag	CXXC DNA block	AT treatment	Giardia kill
COC(=O)C1=C(N)OC(C)=C(C(C)=O)C12C(=O)N(C)c1ccccc12 (configuration not stated)	0%	-5%	3	3	0%	-1%	14	-13%	2%	-1
Cn1cccc1/C=C1/C(=O)NC(=S)N(Cc2ccc(F)cc2)C1=O	-4%	1%	-4	3	0%	6%	-10	13%	8%	7
Cn1cccc1/C=C1/C(=O)NC(=O)N(Cc2ccc(F)cc2)C1=O	-3%	10%	1	-2	0%	?	0	-3%	22%	-22
Cc1ccc(-n2c(O)c(C=N)c(=O)n(-c3ccc(C)cc3)c2=O)cc1	1%	2%	4	-8	-8%	4%	8	16%	7%	2
O=C(/C=C/c1ccc2c(c1)OCCO2)c1ccc(O)cc1	-3%	1%	6	4	0%	?	-9	6%	8%	-17
O=C1CC(=O)N(c2cccc(Cl)c2)C(=O)N1	-1%	9%	1	6	-2%	-12%	-1	7%	-6%	21
C[C@@H]1C(=O)O[C@H]2C[C@@]34[C@H]5C[C@@H](C(C)(C)C)[C@]36[C@@H](OC(=O)[C@@H]6O)O[C@@]4(C(=O)O5)[C@]21O	·	2%	5	-4	-1%	10%	4	?	4%	4
CCOC(=O)c1c(C)n(Cc2ccccc2)c2ccc(OCC(O)Cn3nc(C)cc3C)cc12 (configuration not stated)	-1%	-1%	1	-1	-22%[46.1 µM]	?	3	-7%	-4%	4
CC(c1ccccc1F)n1cc(C(=O)Nc2ccc3nc[nH]c3c2)nn1 (configuration not stated)	0%	1%	-4	3	-3%	-3%	-9	-22%	7%	1
CC(=O)NC(Cc1ccc(N(CCCl)CCCl)cc1)C(=O)NC(C(=O)O)C(C)C (configuration not stated)	1%	-1%	-2	·	-5%	10%	-5	-8%	2%	-19
COC(=O)C1=COC(C)C2CN3CCC4(C(=O)Nc5ccccc54)C3CC12 (configuration not stated)	-2%	1%	-4	-14	1%	4%	4	30%	27%	-11
O=[N+]([O-])c1ccc(N2CCCC2)cc1N/N=C1\CN2CCC1CC2	·	0%	0	-8	1%[46.1 µM]	2%	-12	-1%	1%	-9
CC1=CC(=C2C(=O)NC(=O)NC2=O)C=C(C(F)(F)F)N1Cc1ccccc1	4%	-7%	-2	-14	-1%	-10%	11	-4%	1%	6
Cc1c(C(c2ccc(F)cc2)c2c(O)c3ccccc3oc2=O)c(=O)n(-c2ccccc2)n1C (configuration not stated)	-2%	0%	9	20	-4%[46.1 µM]	?	-5	-8%	4%	1
O=C(COc1ccc2c3c(c(=O)oc2c1)CCC3)N1C[C@H]2C[C@@H](C1)c1cccc(=O)n1C2	·	2%	2	1	0%	-12%	-7	1%	-4%	-5

Remaining list, next part.
SMILES	GALK inhibitor	Tb PFK inh	FBPA coupling cs	KCNH2 WT inh	TCR act	Chronic BCR inh	TSHR antag	CXXC DNA block	AT treatment	Giardia kill
COC(=O)C1=C(c2ccc(F)cc2OCc2ccccc2)C[C@@H]2CC[C@H]1N2C(=O)NCCOc1ccccc1	·	-4%	·	-10	12%	?	-12	·	13%	8
COc1ccc(-c2nc(CSCC(=O)N3CCC4(CC3)OCCO4)c(C)o2)cc1OC	0%	0%	0	2	-2%	4%	12	0%	-6%	11
CCN(CC)C(=O)COc1cc(C)cc2oc(=O)c3c(c12)CCCC3	-2%	6%	5	-10	0%	-12%	12	24%	-10%	-6
CC12CC[C@H]3[C@@H](CCC4(O)C[C@H](O)CCC34/C=N/NC(=O)c3ccccc3F)C1(O)CCC2C1=CC(=O)OC1 (some centres not stated)	3%	-3%	0	-1	-4%	0%	-29	0%	-5%	11
COc1ccc(O)c(C(=O)c2cnn(-c3ccccn3)c2)c1	-1%	-1%	0	-6	9%	?	-3	2%	4%	-16
Cc1nc2ccccc2c(=O)n1/N=C/c1ccc(O)cc1O	3%	-4%	3	-3	-3%	?	6	0%	-4%	-2

6 neighbouring records already listed, quoted:
SMILES	GALK inhibitor	Tb PFK inh	FBPA coupling cs	KCNH2 WT inh	TCR act	Chronic BCR inh	TSHR antag	CXXC DNA block	AT treatment	Giardia kill
Cc1c(C(c2ccc(F)cc2)c2c(O)c3ccccc3oc2=O)c(=O)n(-c2ccccc2)n1C (configuration not stated)	-2%	0%	9	20	-4%[46.1 µM]	?	-5	-8%	4%	1
O=C(COc1ccc2c3c(c(=O)oc2c1)CCC3)N1C[C@H]2C[C@@H](C1)c1cccc(=O)n1C2	·	2%	2	1	0%	-12%	-7	1%	-4%	-5
COC(=O)C1=C(c2ccc(F)cc2OCc2ccccc2)C[C@@H]2CC[C@H]1N2C(=O)NCCOc1ccccc1	·	-4%	·	-10	12%	?	-12	·	13%	8
COc1ccc(-c2nc(CSCC(=O)N3CCC4(CC3)OCCO4)c(C)o2)cc1OC	0%	0%	0	2	-2%	4%	12	0%	-6%	11
CCN(CC)C(=O)COc1cc(C)cc2oc(=O)c3c(c12)CCCC3	-2%	6%	5	-10	0%	-12%	12	24%	-10%	-6
CC12CC[C@H]3[C@@H](CCC4(O)C[C@H](O)CCC34/C=N/NC(=O)c3ccccc3F)C1(O)CCC2C1=CC(=O)OC1 (some centres not stated)	3%	-3%	0	-1	-4%	0%	-29	0%	-5%	11
